GLP-1R inv ag: acts as inverse agonist at human GLP-1 receptor. 410,000 compounds, 1.6% hits. HEK293 GLP-1R CRE-luciferase, luminescence, 24 h; GLP-1R form is constitutively active. Potency, µM (top dose mostly 38.3 µM), inactives show at the top dose activity change, negative = inhibition, usual class: inhibitors. P43220. AID 624417; further: potency means the concentration at half of the fitted maximal effect; on the % scale 0 is the no-effect control and ±100 the full control effect; nearly all actives have a fitted effect of over 55% in size
Target sequence (P43220 whole entry, looked up): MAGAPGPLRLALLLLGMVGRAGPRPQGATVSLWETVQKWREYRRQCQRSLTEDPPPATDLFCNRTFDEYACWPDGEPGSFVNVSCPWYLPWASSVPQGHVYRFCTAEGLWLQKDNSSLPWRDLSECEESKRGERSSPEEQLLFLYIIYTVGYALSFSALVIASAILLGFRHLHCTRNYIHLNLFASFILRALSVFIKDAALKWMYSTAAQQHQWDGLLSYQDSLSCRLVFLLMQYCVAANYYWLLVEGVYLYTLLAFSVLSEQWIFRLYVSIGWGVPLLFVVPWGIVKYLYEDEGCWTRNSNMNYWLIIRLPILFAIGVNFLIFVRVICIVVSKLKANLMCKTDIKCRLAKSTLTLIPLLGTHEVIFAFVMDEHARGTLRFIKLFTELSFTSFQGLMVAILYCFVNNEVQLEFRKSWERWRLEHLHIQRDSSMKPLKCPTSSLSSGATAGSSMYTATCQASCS
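qHTS in 1536-well format: reporter HEK293 cells expressing constitutive GLP-1R activity in DMEM + 10% Nu serum, 24 hr with compounds at 37 deg C, luminescence read after 12 min with detection reagent.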
DRD3 antagonist: antagonists of human D3 dopamine receptor; P35462; D3R cells, DiscoveRx beta-arrestin luminescence, antagonist mode; stronger effect = lower value; max response, negative = inhibition, %; 360,000 compounds, 2.5% hits; in the data active means max response below about -50%; inconclusive means no clear call, values can overlap the other calls; further: on the % scale 0 is the no-effect control and ±100 the full control effect; mostly tested at two doses, the higher about 12 µM
Target sequence (P35462 whole entry, looked up): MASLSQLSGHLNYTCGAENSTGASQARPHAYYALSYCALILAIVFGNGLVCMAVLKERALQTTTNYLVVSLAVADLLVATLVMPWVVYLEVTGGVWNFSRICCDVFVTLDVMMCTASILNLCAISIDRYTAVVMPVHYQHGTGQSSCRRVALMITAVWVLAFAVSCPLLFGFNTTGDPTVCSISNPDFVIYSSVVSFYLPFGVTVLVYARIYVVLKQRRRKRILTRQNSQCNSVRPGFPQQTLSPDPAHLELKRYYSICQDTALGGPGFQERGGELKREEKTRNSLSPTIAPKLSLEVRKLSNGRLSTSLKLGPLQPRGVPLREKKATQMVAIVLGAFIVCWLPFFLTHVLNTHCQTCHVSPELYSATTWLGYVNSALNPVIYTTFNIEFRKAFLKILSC
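Cells plated overnight at 1500 cells/well, then exposed to library compounds with dopamine controls for 90 minutes at 37 degrees C. DiscoveRx reagent added for 30–60 minutes at room temperature; luminescence read, quantitative HTS format.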
PTHR1 agonist: agonists of human PTHR1 parathyroid hormone receptor | HEK293 GP2 PTHR1 cells, GloSensor cAMP luminescence, 1 h | Potency, µM (doses to about 115 µM), inactives show at the highest dose activation, hits mostly activators | 410,000 compounds, 0.075% hits | AID 743266; further: potency means the concentration at half of the fitted maximal effect; nearly all actives have a fitted effect of over 55% in size; some results filed as inactive show a strong effect at the top dose; inactives centre near -15; many of its hits are not listed in these tables
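HEK-293-derived GP2 cells expressing PTHR1 and a GloSensor cAMP reporter, 3,000/well, plated overnight, given luciferin plus IBMX (each 0.5 mM as added) for 1 h at 37 °C, then compound for 1 h at 37 °C. Luminescence was read after 15 min at room temperature.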
aSyn yeast inh: alpha-synuclein toxicity inhibition in yeast; Potency, µM (highest dose often 46.1 µM), for the others: top-dose growth rescue (activation), usual class: activators; Yeast expressing alpha-synuclein, growth rescue, BacTiter-Glo, 24 h; AID 652106; 370,000 compounds, 0.14% hits; further: potency means the concentration at half of the fitted maximal effect; % of control where 0% means no effect; nearly all actives have a fitted effect of over 65% in size
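Readout is rescue of growth in alpha-synuclein-expressing yeast, so inhibitors of toxicity appear as activators. Growth after 24 hr at 30 deg C in galactose medium is quantified by luminescence.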
GLP1R ag: agonists of human GLP-1 receptor. HEK293 GLP-1R CRE-luciferase, luminescence, 4-6 h; cells express a hypersensitive GLP-1R form. Potency, µM (doses to about 45.6 µM), for inactives: top-dose activation, actives largely listed as activators. P43220. AID 624172. 380,000 compounds, 0.007% hits; further: potency means the concentration at half of the fitted maximal effect; % of control where 0% means no effect
DRD3 agonist: activates the human D3 dopamine receptor | D3R DiscoveRx beta-arrestin cells, luminescence, 90 min | max activation, % | P35462 | 410,000 compounds, 0.58% hits; in the data active means max activation above about 30%; further: 0% is about no effect; mostly tested at two doses, the higher about 12 µM
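Cells at 1500/well, incubated overnight, then treated with pinned compounds (dopamine as control) for 90 min at 37 degrees C. DiscoveRx reagent added for 30 - 60 minutes at room temperature; luminescence read.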
HEK293 tox: cytotoxicity in counter-screen for GLP-1R inverse agonists. HEK293 cAMP-luciferase reporter cells, luminescence, 24 h. AID 624418. Potency, µM (doses to about 38.3 µM), for the others: top-dose activity change, negative = inhibition, usual class: inhibitors. 410,000 compounds, 0.13% hits;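 further: loss of luciferase light is scored as toxicity; potency means the concentration at half of the fitted maximal effect; on the % scale 0 is the no-effect control and ±100 the full control effect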
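Quantitative HTS format, 1536 wells, 200 cells/uL seeded. Compounds: 23 nL, 24 h, 37 °C. Detection: luciferase reagent, luminescence at 12 min RT; decreased signal taken as cytotoxic.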
TDP43 rescue: TDP-43 toxicity inhibition in yeast; TDP-43 expressing yeast growth rescue, BacTiter-Glo, 24 h; 410,000 compounds, 1.8% hits; Potency, µM (highest dose often 46.1 µM), inactives show at the top dose growth rescue (activation), most hits filed as activators; further: potency means the concentration at half of the fitted maximal effect; % of control where 0% means no effect; nearly all actives have a fitted effect of over 50% in size
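In this qHTS, compounds that restore growth of yeast expressing TDP-43 appear as activators. Cells (OD600=0.02, galactose medium, raffinose-pregrown) are incubated with compound 24 hr at 30 deg C and growth is quantified by BacTiter-Glo.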
KB-V1 cytotox: KB-V1 MDR subline cytotoxicity. Potency, µM (titrated, usually from 46.1 µM), without a hit: at the highest dose activity change, negative = cytotoxicity, usual class: cytotoxic. KB-V1 MDR cells viability, CellTiter-Glo, 72 h. 400,000 compounds, 3.4% hits. AID 1347076; further: potency means the concentration at half of the fitted maximal effect; on the % scale 0 is the no-effect control and ±100 the full control effect; nearly all actives have a fitted effect of over 60% in size
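Cells of the MDR subline KB-V1 are plated, dosed with compound at multiple concentrations, and incubated 72 h at 37 degrees C; CellTiter-Glo is then added and luminescence read after 10 min.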
* = called active by the depositor; i = inactive; ? = inconclusive; . = not tested or not shown; [ ] = another dose, or the depositor's remark. Unless noted, the call rests on the fitted dose curve; in most records, active means well fitted curve in the direction sought with a large enough effect; inconclusive means small, poorly fitted or top-dose-only effect, or another doubt; inactive means no such curve, though single readings can be large; an effect the other way counts as inactive or inconclusive. An excerpt (hit frequency here may not be typical).

SMILES,KB-V1 cytotox,DRD3 agonist,DRD3 antagonist,PTHR1 agonist,TDP43 rescue,GLP-1R inv ag,GLP1R ag,HEK293 tox,aSyn yeast inh
COc1ccc(NC(=O)c2ccccc2C)cc1,-4%,-10,-8,-2%,5%,-29%,15%,-11%,2%
Cc1onc(-c2c(Cl)cccc2Cl)c1C(=O)NCC1CCCO1 (stereo unspecified),-5%,9,-105*,i,-1%,-7%,-4%,0%,23%
Cc1ccc2c(c1)[C@@H](O)C[C@@H](C)N2N=O,2%,7,13,i,0%,1%,-1%,-1%[1.53 µM],1%
CCCc1cc(=O)[nH]c(NCc2ccc(Cl)cc2)n1,-31%,-8,-18,i,-16%,0%,6%,-18%,-3%
CC(C)(C)N1CC(C(=O)Nc2ccc(S(N)(=O)=O)cc2)CC1=O (stereo unspecified),3%,1,96,i,6%,16%,-3%,-7%,0%
CCC1CCCCN1CCCNC(=O)C1CCC(Cn2c(=O)[nH]c3ccccc3c2=O)CC1 (stereo unspecified),2%,-5,?,6%,1%,0%,6%,-5%,.
Cc1ccc(Oc2ccc(C=O)cn2)cc1,5%,5,-4,-21%,6%,9%,3%,-4%,-7%
COc1ccc(/C=N/Nc2nc(C)c([N+](=O)[O-])c(N(C)c3ccccc3)n2)cc1OC,-2%,-4,19,-1%[57.5 µM],-4%,-10%,5%,-6%,-2%
Cc1onc(-c2c(Cl)cccc2Cl)c1C(=O)N1CCCc2ccccc21,-4%,21,-17,-1%[57.5 µM],30%,?,6%,-13%,3%
O=C(C[n+]1cc(Br)cc(Br)c1)c1cccc([N+](=O)[O-])c1,-15%,-2,-26,-9%,-26%,-11%,-1%,11%,-20%
CC(Sc1nnc(-c2ccccc2)c(-c2ccccc2)n1)C(=O)N1CCc2ccccc21 (stereo unspecified),0%,-2,-10,-5%,-17%,?,3%,-11%,0%
CN=c1scc(C)n1/N=C/c1ccc(O)cc1,9%,5,14,-80%[inhibitor][57.5 µM],1%,4%,20%,-15%,-15%
CCCCCn1c(=O)[nH]c2cc(C(=O)NCCCN(C)Cc3ccccc3)ccc2c1=O,21µM*,-7,-6,i,11%,?,-3%,5%,3%
Cc1cc(C)nc(NC(=O)c2cc(Br)ccc2Cl)n1,13%,4,-1,i,-4%[9.22 µM],5%,1%,-1%,0%
CC(C)n1cc(CN2CCC(n3nccc3NC(=O)CCCc3ccccc3)CC2)cn1,28%,-39,-69*,-20%,22%,9%,-19%,-2%,0%
CCC(=O)N1CCc2cc(Br)cc(S(=O)(=O)N3CCCC(C(=O)NCc4ccc(C)cc4)C3)c21 (stereo unspecified),-11%,-17,.,-24%,14%,-12%,1%,3%,.
Cc1ccsc1CNC1C2CC3CC(C2)CC1C3 (stereo unspecified),-17%,-4,-15,i,6%,-1%[7.66 µM],1%,1%[7.66 µM],2%
CCCCn1c(SCC(=O)OC)nc2c1c(=O)n(C)c(=O)n2C,2%,-2,26,i,-13%,28%,8%,-1%,-1%
CC(C)(C)C1CCC(C(=O)OCC(=O)N2CCOCC2)CC1 (stereo unspecified),?,9,18,i,24%,11%,8%,10%,18%
COc1ccc(OC)c(NC(=O)C2(C)CCN2C(=O)C2(c3ccc(Cl)cc3)CCC2)c1 (stereo unspecified),-8%,-27,-13,-15%,3%,?,-5%,5%,10%

Single values from above.
Under DRD3 agonist, CC(Sc1nnc(-c2ccccc2)c(-c2ccccc2)n1)C(=O)N1CCc2ccccc21 (stereo unspecified) reads -2
Under DRD3 agonist, Cc1ccsc1CNC1C2CC3CC(C2)CC1C3 (stereo unspecified) reads -4
Under DRD3 antagonist, CC(C)n1cc(CN2CCC(n3nccc3NC(=O)CCCc3ccccc3)CC2)cn1 reads -69*
Under GLP-1R inv ag, CN=c1scc(C)n1/N=C/c1ccc(O)cc1 reads 4%
Under GLP1R ag, CC(C)(C)C1CCC(C(=O)OCC(=O)N2CCOCC2)CC1 (stereo unspecified) reads 8%

Back to the main list with the 2 entries that preceded the break.
SMILES,KB-V1 cytotox,DRD3 agonist,DRD3 antagonist,PTHR1 agonist,TDP43 rescue,GLP-1R inv ag,GLP1R ag,HEK293 tox,aSyn yeast inh
CC(C)(C)C1CCC(C(=O)OCC(=O)N2CCOCC2)CC1 (stereo unspecified),?,9,18,i,24%,11%,8%,10%,18%
COc1ccc(OC)c(NC(=O)C2(C)CCN2C(=O)C2(c3ccc(Cl)cc3)CCC2)c1 (stereo unspecified),-8%,-27,-13,-15%,3%,?,-5%,5%,10%
CSc1ccc(CNc2nc3ccccc3n3cnnc23)cc1,4%,-1,-10,-7%,-21%,73%[activator],19%,-14%,-1%
Cc1ccc(C(=O)N2CCN=C2SCc2ccc([N+](=O)[O-])cc2)cc1C,?,4,-25,-41%[inhibitor],?,5%[7.66 µM],-1%,1%[7.66 µM],2%
CCc1nnc(NC(=O)CSc2nccn2Cc2ccc(C)cc2)s1,-17%,-20,.,-23%,27%[9.22 µM],15%,.,14%,.
CN(C)S(=O)(=O)c1ccc(N2CCCC2)c(C(=O)Nc2ccccc2OC(F)F)c1,-5%,3,4,i,.,6%,8%,1%,-1%
COc1ccc(Cl)cc1C(=O)OCC(=O)N1CCCC(C)C1 (stereo unspecified),9%,8,1,-15%,-8%,-25%,17%,2%,2%
O=C(Cn1c(=O)n(Cc2ccc(C(=O)NCc3ccc4c(c3)OCO4)cc2)c(=O)c2ccccc21)Nc1ccc(F)cc1F,3%,2,.,-23%,?,8%,.,4%,-4%
CCOc1ccc(CCNC(=O)C2CCN(c3nn4c(=O)cc(C)nc4s3)CC2)cc1,0%,0,-13,-2%[57.5 µM],10%,4%,6%,-7%,6%
CC1CCN(C(=O)c2cc3ccccc3cc2O)CC1,-23%,-10,4,-37%,-8%,-31%,10%,-10%,-12%
COc1ccc(C(=O)N[C@H](C(=O)NCc2ccco2)C(C)C)cc1,3%,-1,1,-1%,0%,-9%,-5%,17%,-8%
COc1ccc(/C=C(/NC(=O)c2ccco2)C(=O)NCc2ccco2)cc1OC,-8%,2,7,-3%,-3%,19%,1%,1%,1%
CCC(C)OC1OC(CO)C(O)C(O)C1NC(C)=O (stereo unspecified),29%,-8,13,i,-21%,26%,5%,0%,-2%
CCC(=O)Nn1cnc2c(c1=O)C1(CCCCC1)Cc1ccccc1-2,-5%,2,-27,i,?,?,11%,-13%,3%
CCOC(=O)c1ccc(NC(=O)CCS(=O)(=O)c2cccc3nonc23)cc1,-23%,12,-1,-4%,6%,-13%,6%,?,1%
CCOc1cc(C(=O)NC(C)C2CCCO2)cc(OCC)c1OCC (stereo unspecified),-21%,0,5,i,8%,6%[7.66 µM],-2%,-6%[7.66 µM],-4%
Cc1cccc(N2CCN(C(=O)CNC(=O)c3cccc([N+](=O)[O-])c3)CC2)c1C,?,13,4,-23%,23%,?,0%,5%,-5%
COc1ccc(NC(=S)Nc2cccc(C(C)=O)c2)cc1OC,-4%,-6,-12,5%,8%,14%,6%,-2%,-2%
O=c1cc(CSc2nnc(Nc3ccccc3)s2)nc2sccn12,?,6,-3,i,9%,32%[activator],12%,-16%,-4%
Cc1nn2c(=O)cc(COC(=O)c3ccc(NC(=O)COc4ccccc4F)cc3)nc2s1,.,3,.,-95%,6%,-9%,.,-7%,.
CC1CCN(C(=O)COC(=O)c2cc(Cl)cc(Cl)c2N)CC1,9%,-1,-12,-19%,-37%[inhibitor],-21%,17%,10%,12%
COc1ccc(NS(=O)(=O)c2cccc(C(=O)O)c2)cc1,23%,5,11,-6%[57.5 µM],-3%,0%,-1%,-26%,3%
CCOC(=O)C1C(c2ccc3c(c2)OCO3)NC(=O)NC1(O)C(F)(F)F (stereo unspecified),5%,2,9,-12%,1%,1%,-1%,-21%,-15%
NC(=O)CSc1ncc(-c2ccccc2)[nH]1,-11%,-3,12,-41%[inhibitor][57.5 µM],-19%,8%,-10%,-2%,-2%
O=C(CSc1nnc(CCCN2C(=O)c3cccc4cccc(c34)C2=O)n1-c1ccccc1)NCCCN1CCOCC1,7%,26,0,i,-29%,46%[activator],5%,5%,-1%
Cc1ccc(Cn2c(C(CO)Nc3nc(-c4ccc(F)cc4)cs3)nc3ccccc32)cc1 (stereo unspecified),4%,25,29,i,-71%[inhibitor],?,-1%,-63%,-52%[inhibitor]
